# Screens as filed in PubChem BioAssay.
# CHRM4 agonist: agonists of human muscarinic M4 receptor (CHRM4) | activation, % at 3 µM | AID 624127 | P08173 | CHO-K1 hM4/Gqi5, Fluo-8 calcium fluorescence; vehicle 0%, full acetylcholine response 100% | 360,000 tested, 0.14% active;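 active = activation above the run mean over all test wells plus 3 SD, cut at about 32% in these data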;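 note: peak over basal fluorescence ratio per well then scaled between controls; 0% = DMSO wells and 100% = acetylcholine at EC100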
# Target sequence (P08173 whole entry, looked up): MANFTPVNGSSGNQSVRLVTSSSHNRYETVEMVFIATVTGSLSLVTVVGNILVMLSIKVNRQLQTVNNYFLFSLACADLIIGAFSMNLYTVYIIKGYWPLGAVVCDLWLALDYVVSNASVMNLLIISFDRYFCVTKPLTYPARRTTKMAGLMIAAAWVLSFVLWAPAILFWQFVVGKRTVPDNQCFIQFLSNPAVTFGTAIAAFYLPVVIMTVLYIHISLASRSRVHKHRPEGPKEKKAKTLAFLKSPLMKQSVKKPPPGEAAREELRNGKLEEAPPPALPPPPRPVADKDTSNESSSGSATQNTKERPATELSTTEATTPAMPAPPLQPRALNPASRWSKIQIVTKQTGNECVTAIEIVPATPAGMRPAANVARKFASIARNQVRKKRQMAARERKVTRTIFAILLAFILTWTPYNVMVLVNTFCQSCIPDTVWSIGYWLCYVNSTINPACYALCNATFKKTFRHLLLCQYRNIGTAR
# CHRM1 agonist: human M1 muscarinic receptor agonism. activation, % at 3 µM. 360,000 tested, 0.33% active. AID 588814. CHO-K1 hM1, Fluo-8 calcium fluorescence, agonist mode; 0% DMSO, 100% acetylcholine EC100. P11229;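 active = activation above the run's mean compound activation plus 3 SD, cut at about 16% in these data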;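 note: peak over basal fluorescence ratio within a 140 s kinetic read after compound addition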
# M1 PAM: human CHRM1 positive allosteric modulation. P11229. CHO-K1 hM1, Fluo-8 calcium fluorescence, ACh EC20; 0% = ACh EC20, 100% = maximal ACh. 360,000 tested, 0.088% active. activation, % at 3 µM; in the data active = activation above about 19%, passing the limit was not always enough
# M1 antag: antagonists of human M1 muscarinic receptor | P11229 | CHO-K1 hM1, Fluo-8 calcium fluorescence, ACh EC80 antagonist | inhibition, % at 3 µM | 360,000 tested, 1.3% active | AID 588852;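 active = percent inhibition above its own plate's cutoff, namely the mean of that plate's compound wells plus 3 SD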;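 note: peak over basal fluorescence ratio during 140 s after agonist addition; 0% = ACh EC80 plus DMSO and 100% = DMSO alone without agonist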
# CHRM4 antagonist: blocks acetylcholine activation of human M4 receptor; 360,000 tested, 0.73% active; inhibition, % at 3 µM; CHO-hM4 cells, ACh EC80, Fluo-8 calcium fluorescence; AID 624125; P08173;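 active = inhibition above its plate's cutoff, the mean inhibition of sample wells plus 3 SD, cut at about 27% in these data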;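 note: 0% = acetylcholine EC80 with DMSO and 100% = DMSO without agonist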
# TAAR1 agonist: agonists of human TAAR1. Q96RJ0. CHO RD-HGA16 TAAR1, Fluo-8 calcium fluorescence; vehicle wells 0%, saturating PEA agonist 100%. activation, % at 3 µM. 360,000 tested, 0.99% active. AID 624467;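 active = activation above the mean activation of all test compounds in the run plus 3 SD, cut at about 38% in these data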
#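 Benchmarks: low control DMSO, high control PEA (EC100); System: CHO RD-HGA16 cells carrying human TAAR1 plus Gα16; Detection: Fluo-8 fluorescence, 5 s baseline then 140 s kinetic read; Schedule: 17-24 h plating, Fluo-8 75 min 37 °C, 30 min RT; Read-out basis: % activation from peak over basal fluorescence ratio, DMSO-to-PEA scaled.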
# M5 ag: agonists of human muscarinic M5 receptor (CHRM5). activation, % at 3 µM. CHO-K1 hM5 cells, Fluo-8 calcium fluorescence; 0% DMSO wells, 100% maximal acetylcholine response. 360,000 tested, 0.19% active;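 active = activation above the run's mean over test compounds plus 3 SD, cut at about 23% in these data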;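 note: signal is peak over basal fluorescence ratio across the kinetic read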
# Target sequence (P08912 whole entry, looked up): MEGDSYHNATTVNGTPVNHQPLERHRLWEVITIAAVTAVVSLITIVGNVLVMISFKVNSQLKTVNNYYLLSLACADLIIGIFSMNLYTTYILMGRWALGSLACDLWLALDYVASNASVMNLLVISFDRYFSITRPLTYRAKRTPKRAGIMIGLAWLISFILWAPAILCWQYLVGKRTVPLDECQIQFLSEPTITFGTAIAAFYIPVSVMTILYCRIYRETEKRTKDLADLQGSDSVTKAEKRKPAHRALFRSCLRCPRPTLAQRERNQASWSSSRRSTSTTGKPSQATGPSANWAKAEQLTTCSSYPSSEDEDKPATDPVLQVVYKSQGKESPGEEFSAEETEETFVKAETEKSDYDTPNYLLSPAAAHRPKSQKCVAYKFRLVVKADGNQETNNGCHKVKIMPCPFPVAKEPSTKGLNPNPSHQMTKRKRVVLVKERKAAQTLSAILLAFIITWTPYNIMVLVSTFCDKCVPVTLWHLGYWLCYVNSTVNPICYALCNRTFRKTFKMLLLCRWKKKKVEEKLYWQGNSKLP
# M5 PAM: positive allosteric modulators of human muscarinic M5 receptor; activation, % at 3 µM; P08912; CHO-K1 hM5, Fluo-8 calcium, ACh EC20 PAM; 0% = ACh EC20, 100% = ACh EC100; 360,000 tested, 0.3% active;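 active = activation above the run cutoff, the mean activation of all test compounds plus 3 SD, cut at about 18% in these data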
#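 Probe or stimulus: acetylcholine, EC20 level; Assay system: human M5 receptor in CHO-K1 cells; Schedule: compound preincubation 140 s before EC20 acetylcholine addition; Technique: intracellular calcium via Fluo-8 fluorescence; Dosing: single-point, 3 µM nominal; Read-out basis: percent activation from peak-over-basal fluorescence ratio, scaled EC20-to-EC100 acetylcholine; Repeats: one well per compound, no replicates.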
# CHRM5 antagonist: CHRM5 antagonism in calcium assay. P08912. CHO-hM5 cells, Fluo-8 calcium fluorescence, ACh EC80. inhibition, % at 3 µM. 360,000 tested, 0.59% active;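 active = inhibition above a per-plate cutoff, the mean of that plate's test compounds plus 3 SD, cut at about 27% in these data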;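 note: 0% = acetylcholine EC80 with DMSO and 100% = DMSO without agonist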
# An asterisk follows results filed as active; · = no result given. The list is partial (hit frequency here may not be typical).
SMILES,CHRM4 agonist,CHRM1 agonist,M1 PAM,M1 antag,CHRM4 antagonist,TAAR1 agonist,M5 ag,M5 PAM,CHRM5 antagonist
CCOC(=O)CSc1ccc(S(=O)(=O)N2CCC(C)CC2)cc1[N+](=O)[O-],0,-5,-6,11,3,-2,1,0,7
CNC(=O)/C(C#N)=C\c1cc(C)n(-c2ccc(N3CCOCC3)cc2)c1C,18,-4,-14,5,1,1,1,-12,6
CN(C(=O)COc1ccccc1)c1nc(-c2ccc(F)cc2)cs1,1,-6,9,-3,-2,0,1,1,-11
CCCCNC(=O)c1onc(CSc2ccc(OC)cc2)c1C(=O)O,0,0,2,-1,-6,14,4,13,-4
O=C(COC(=O)c1ccc(S(=O)(=O)NCc2ccco2)cc1)NCc1ccccc1,6,0,0,0,-3,2,3,3,10
Cc1nc(-c2ccc(F)cc2)c(CC(=O)Nc2cc(S(=O)(=O)N3CCCCC3)ccc2C)s1,-1,2,15,-7,-8,-1,-4,-1,-4
O=C1CCCN1c1cccc(Br)c1,0,-3,4,-3,2,-1,-9,9,5
CCN1C(=O)[C@H]2[C@@H](c3ccc(OC)cc3)N[C@]3(CCCN(Cc4ccco4)C3=O)[C@H]2C1=O,2,-3,4,-9,-3,2,0,8,-5
CC(C)n1c(=S)[nH]c2ccccc2c1=O,-1,-7,1,-5,-1,13,-2,-4,1
Cc1oc(-c2ccc(Cl)cc2)cc1C(=O)O,11,-5,6,-4,-1,0,-2,-8,13
COCCCn1c(C)nc2c(c1=O)c1nc3ccccc3nc1n2CCc1ccccc1,3,-4,4,-14,-4,·,-3,7,-6
O=C(Nc1cccc2ccccc12)N1CC=CCC1,1,-4,1,4,1,-2,-4,8,5
COC(=O)[C@H](CC(C)C)N1Cc2cc(OC)cc(OC)c2-c2ccccc2S1(=O)=O,0,-7,1,-1,-14,-2,-2,-8,2
COC(=O)c1ccc(NC(=O)Nc2cccc(F)c2)cc1,16,1,-9,16,9,39*,12,-12,19
Cc1ccc(-c2nn(-c3ccccc3)cc2/C=C(\C#N)c2cccc(C#N)c2)o1,-1,-4,-3,2,19,·,-4,0,0
C=CCNC(=O)c1ccc(-n2cccc2)cc1,1,-4,11,-12,-8,1,-2,1,-3
O=C(NNc1ccccn1)C(=O)NNS(=O)(=O)c1ccc(F)cc1,1,-6,3,0,-11,1,2,-1,-5
c1ccc(CNc2nc(-c3cccs3)nc3ccccc23)nc1,4,-2,-1,0,2,15,1,2,11
CCOC(=O)COc1cc(-n2c(=S)[nH]c3ccccc3c2=O)c(Cl)cc1Cl,5,-5,-2,1,0,1,0,-1,11
CCNCC(=O)N1c2ccccc2CCc2ccc(NC(C)=O)cc21,-1,-14,11,-7,-3,1,-5,6,-4
CC(=O)c1cccc(OCC(O)CNCCOc2ccc(C)cc2)c1 (stereo unspecified),2,-4,2,-2,-5,3,-3,0,6
Nn1c(SCC(=O)Nc2nnc(-c3ccccc3)o2)nnc1C1CC1,1,-2,11,-13,0,2,-1,-2,11
CSC1=C(C#N)C(c2ccccc2C)C(C#N)=C(N)N1 (stereo unspecified),0,-6,0,-2,-2,11,-1,1,5
CCOC(=O)[C@]12CCCC=C1N(CCC1=CCCCC1)C(=O)[C@H](CC(=O)NCc1cccc3ccccc13)C2,3,·,·,·,2,3,-2,4,-6
CCOC(=O)Cc1csc(NC(=O)COc2cc(C)cc(C)c2)n1,1,-5,5,-12,7,6,-3,-3,7
CC[C@@H](CCC=C(C)C)C(=O)N(Cc1ccccc1)c1ccccc1,0,-3,7,-13,0,7,-4,-2,9
CCOc1ccc(N(CC(=O)NCCc2ccccc2)C(=O)CCC(=O)Nc2nccs2)cc1,1,1,15,-4,0,4,-1,13,3
CCS(=O)(=O)N1CCN=C1SC(C)c1ccccc1 (stereo unspecified),0,-4,4,-2,7,0,-3,0,-6
CCCCNC(=O)Nc1ccccc1CC,1,0,-5,10,13,1,-4,-6,8
CC(C)CNC(=O)CSc1nnc(CN2CCCCCC2=O)n1-c1ccccn1,0,-4,2,-6,14,7,-2,-10,9
CN(C)c1nc(OCC(=O)NC(C)(C)C)nc(N(C)C)n1,0,-1,3,-17,4,3,-1,7,-6
CC(C)(C#CCN1CCCC1)OCCC#N,0,-4,-7,20,23,7,-6,-14,10
CCn1c(SCc2nc3ccccc3c(=O)[nH]2)nc2ccccc2c1=O,5,-1,5,-2,-4,20,2,-9,4
CCOC(=O)N1CCN(C(=O)CN(Cc2ccc(Cl)cc2)S(C)(=O)=O)CC1,1,2,-2,-32,-4,5,1,-1,-2
CC(C)COc1ccccc1C(=O)NC(CO)C(=O)O (stereo unspecified),0,-5,10,-6,-7,11,0,-1,4
CCN1CCN(C(=O)c2ccc(CS(=O)(=O)Cc3ccccc3C)o2)CC1,0,-6,0,3,6,3,-5,-7,26
Cc1ccc(-n2ncc3c2CCCC3NC(=O)CCN2CCCC2=O)cc1C (stereo unspecified),2,-2,-2,3,-1,-1,-2,-4,2
O=C(COC(=O)C1Cc2ccccc2CN1C(=O)c1ccccc1)Nc1ccc(SC(F)F)cc1 (stereo unspecified),0,-6,-5,5,7,2,-3,-1,5
O=C(Nc1ccccc1Cl)NC1(C(=O)NCCCN2CCOCC2)CCCCC1,0,-3,-2,5,8,-1,-3,-6,6
Cc1ccc(-c2nnc(N(C)C(=O)c3cccnc3)s2)cc1,5,1,6,-10,-5,3,-3,-2,-4
C[C@@H]1CN([C@@H](C)CO)C(=O)c2cccc(NS(C)(=O)=O)c2O[C@H]1CN(C)Cc1ccc(Oc2ccccc2)cc1,4,-5,8,-2,7,5,-2,4,9
COc1ccc2c(c1)[nH]c1c(=O)n(CCCN3CCOCC3)cnc12,1,-3,7,-9,2,3,-2,-10,2
Cc1cc(C)cc(C(=O)NCCCc2ccccc2)c1,4,-10,0,5,-4,2,-2,1,-15
CC(C)NC(=O)[C@@H]1CSC2c3ccccc3C(=O)N21 (stereo partly specified),1,-5,7,-2,3,1,-2,3,0
Cc1ccccc1-n1c(=O)cc(N2CCCCCC2)[nH]c1=O,0,-1,8,-16,-6,1,1,-4,-4
Cc1onc(-c2c(F)cccc2Cl)c1C(=O)N1CCCC1,1,-3,0,2,7,7,-2,-4,3
O=C(Cn1c(=O)oc2cc(S(=O)(=O)N3CCCC3)ccc21)N1CCN(c2ccccc2)CC1,2,-1,12,-18,-3,2,1,-1,1
CCCc1nc(SCC(=O)NNC(=O)c2ccc(OC)cc2)c2ccccc2n1,-1,-4,1,-3,-4,11,-1,6,0
COc1ccc(C2Nc3ccccc3C(=O)N2c2ccc(C)cc2)cc1Cn1nc(C)c([N+](=O)[O-])c1C (stereo unspecified),0,-7,6,-7,2,2,-7,-3,1
O=C(OCCN1C(=O)CCC1=O)c1ccc(S(=O)(=O)N2CCCCC2)cc1,2,-3,1,-23,-5,15,-3,0,-4
O=C(O)C(Cc1ccccc1)N1C(=O)c2ccccc2C1=O (stereo unspecified),1,-2,6,-9,-5,1,-1,-4,6
COC(=O)C1=CN(CCCN2CCCC2=O)C=C(C(=O)OC)C1c1ccccc1C(F)(F)F,3,-1,-3,4,3,-1,0,-9,0
O=C(CN1CCOCC1)Nc1ccc(N2CCN(c3ccccc3)CC2)c(F)c1,2,-3,2,-4,-11,2,1,6,-3
O=C(C1CCCO1)N1CCN(Cc2c(O)ccc3ccccc23)CC1 (stereo unspecified),3,0,3,-16,-1,14,-1,4,-7
COc1ccc(NC(=O)CSc2ccc3c(c2)OCCO3)cc1OC,7,1,0,-1,3,4,6,0,10
Cn1c(N)c(C(=O)CSc2nc3ccccc3[nH]2)c(=O)n(C)c1=O,2,-3,1,0,10,1,-2,-4,5
CSc1ncccc1C(=O)N1CCCC(Nc2ccc(F)c(F)c2)C1 (stereo unspecified),2,-1,11,-22,-7,1,2,-2,2
Cc1[nH]c(=O)[nH]c(=O)c1S(=O)(=O)N1CCC(C(=O)N2CCN(Cc3ccccc3)CC2)CC1,0,-3,7,-17,-4,·,-6,-4,7
O=C(Cc1ccc(F)cc1)Nc1ccc(F)c([N+](=O)[O-])c1,6,-1,-6,6,-1,8,-2,-17,6
COc1cc([N+](=O)[O-])cc(/C=N\NC(=O)C2COc3ccccc3O2)c1O (stereo unspecified),-2,-4,3,-5,4,-3,3,6,0

# (list continues)
SMILES,CHRM4 agonist,CHRM1 agonist,M1 PAM,M1 antag,CHRM4 antagonist,TAAR1 agonist,M5 ag,M5 PAM,CHRM5 antagonist
COc1ccc2cc(C(=O)N3CCN(c4ccc(F)cc4)CC3)[nH]c2c1,5,-3,9,-8,-2,1,-1,4,3
CCOC(=O)c1cnn(Cc2ccccc2)c1N,0,-1,2,-8,-3,6,2,-3,3
Cc1cc(C)c(CN2CCCC(CNC(=O)c3ccc(F)cc3)C2)c(-n2cccn2)c1 (stereo unspecified),-1,-6,-3,9,10,3,-9,2,4
COc1ccc(OCc2cc(C(=O)NCCN3CCCC(O)C3)no2)c(Cl)c1 (stereo unspecified),2,-5,-5,-6,3,9,-2,8,-5
Cc1c(C)n(Cc2ccccc2)c2ccc(C(=O)NCCCN3CCOCC3)cc12,1,-2,4,0,-15,7,-4,6,-7
COc1ccccc1NC(=O)CSc1nnc(-c2ccco2)o1,1,-1,6,-3,4,15,0,3,1
COC(=O)c1c(NC(=O)CSc2nnc(C)c(=O)[nH]2)sc(C)c1C,1,-6,3,-5,2,1,0,-4,3
COc1ccccc1N1CCN(C(=O)c2cc(-c3ccco3)on2)CC1,2,-3,2,0,2,0,1,-6,-4
COc1cc(NC(=O)Nc2nc(C(N)C3CCCCC3)cs2)cc(OC)c1OC (stereo unspecified),3,-2,5,-9,-5,2,1,3,-2
COc1ccc(-c2cc(=O)c3ccc(O)cc3o2)cc1OC,2,-2,-2,-2,5,0,-1,-2,1
Cc1nn(-c2ccccc2)c(Cl)c1/C=N/NC(=O)c1ccnn1C,5,2,1,-5,-7,1,2,1,-13
O=C(CCc1nc2ccccc2c(=O)[nH]1)N1CCN(C/C=C/c2ccccc2)CC1,14,14,-11,25,4,17,-1,-16,28*
COc1ccc(S(=O)(=O)Nc2c(C)n(C)n(-c3ccccc3)c2=O)c(Cl)c1Cl,1,1,10,-4,-10,-2,-3,3,4
COc1ccc(NS(=O)(=O)c2cccc(C(=O)N3CCCCCCC3)c2)cc1,5,-1,1,13,0,-1,3,-10,7

# Some of these compounds in order of formula weight, largest number first.
SMILES,CHRM4 agonist,CHRM1 agonist,M1 PAM,M1 antag,CHRM4 antagonist,TAAR1 agonist,M5 ag,M5 PAM,CHRM5 antagonist
Cc1c(C)n(Cc2ccccc2)c2ccc(C(=O)NCCCN3CCOCC3)cc12,1,-2,4,0,-15,7,-4,6,-7
O=C(CCc1nc2ccccc2c(=O)[nH]1)N1CCN(C/C=C/c2ccccc2)CC1,14,14,-11,25,4,17,-1,-16,28*
Cc1nn(-c2ccccc2)c(Cl)c1/C=N/NC(=O)c1ccnn1C,5,2,1,-5,-7,1,2,1,-13
